Bioassay records as filed in PubChem.
IL-2 act: qHTS of IL-2 Activators; IL-2 activation reporter assay, cell-based qHTS; stimulated with anti-CD3/CD4/CD28 beads; in transgenic mouse T cells; activation, % (series mostly up to about 46 µM); 360,000 compounds, 0.065% hits; AID 652025, 2013; in the data active = activation above about 50%; inconclusive = mostly about 30% to 49%; also: 0% is about no effect
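Readout is EGFP and DsRed signal by fluorescent plate cytometry after 18 h at 37 degrees C. Transgenic mouse T cells (750/well) received compound for 60 min before bead stimulation (anti-CD3, anti-CD4, anti-CD28); memory T cells served as non-tolerant control.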
PI5P4K alpha inh: qHTS for Inhibitors of phosphatidylinositol 5-phosphate 4-kinase (PI5P4K). Phosphatidylinositol 5-phosphate 4-kinase type-2 alpha (Homo sapiens), P48426. PI5P4Kalpha enzyme, ADP-Glo luminescence, 60 min; stronger effect = lower value. max response, %. 330,000 compounds, 1.2% hits; active = max response of -50% or lower; inconclusive = between -30% and -50%; inactive = -30% or higher; also: value at the top dose of about 77 µM; % is scaled to controls: 0 for no effect and ±100 for the full control effect
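Single end-point luminescence (ADP-Glo) quantified ADP from PI5P4Kalpha turnover; ATP 5 microM final, 1 h at RT, 0.1% CHAPS and 0.28 mM EGTA in HEPES pH 7.4.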
EPAC2 ag: qHTS for Agonist of cAMP-regulated guanine nucleotide exchange factor 4 (EPAC2): primary screen. Rap guanine nucleotide exchange factor 4 (Homo sapiens), Q8WZA2. EPAC2 activation, biochemical qHTS; response scale: 100% = 6.5 mM cAMP response. Potency, µM (top dose mostly 154 µM), without a hit: top-dose activation, hits mostly activators. 360,000 compounds, 0.079% hits. AID 720711, 2013; also: potency is read from the fitted curve at half-maximal effect; nearly all actives have a fitted effect of over 50% in size
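Each well held 100 nM EPAC2, 250 nM RAP1B-BODIPY-GDP and 50 uM GDP. Fluorescence, read at 5-min intervals to 30 min, was referenced to a 6.5 mM cAMP positive control.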
EPAC1 antagonist: qHTS for Antagonist of cAMP-regulated guanine nucleotide exchange factor 3 (EPAC1): primary screen; Rap guanine nucleotide exchange factor 3 (Homo sapiens), O95398; EPAC1 GEF assay, Rap1b-BODIPY-GDP exchange fluorescence; Potency, µM (titrated, usually from 115 µM), for the others: at the highest dose activity change, negative = inhibition, most hits filed as inhibitors; 360,000 compounds, 0.14% hits; AID 720709, 2013;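 also: potency is read from the fitted curve at half-maximal effect; plate controls were vehicle for no effect and positive control for full effect; nearly all actives have a fitted effect of over 50% in size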
Target sequence (O95398 whole entry, looked up): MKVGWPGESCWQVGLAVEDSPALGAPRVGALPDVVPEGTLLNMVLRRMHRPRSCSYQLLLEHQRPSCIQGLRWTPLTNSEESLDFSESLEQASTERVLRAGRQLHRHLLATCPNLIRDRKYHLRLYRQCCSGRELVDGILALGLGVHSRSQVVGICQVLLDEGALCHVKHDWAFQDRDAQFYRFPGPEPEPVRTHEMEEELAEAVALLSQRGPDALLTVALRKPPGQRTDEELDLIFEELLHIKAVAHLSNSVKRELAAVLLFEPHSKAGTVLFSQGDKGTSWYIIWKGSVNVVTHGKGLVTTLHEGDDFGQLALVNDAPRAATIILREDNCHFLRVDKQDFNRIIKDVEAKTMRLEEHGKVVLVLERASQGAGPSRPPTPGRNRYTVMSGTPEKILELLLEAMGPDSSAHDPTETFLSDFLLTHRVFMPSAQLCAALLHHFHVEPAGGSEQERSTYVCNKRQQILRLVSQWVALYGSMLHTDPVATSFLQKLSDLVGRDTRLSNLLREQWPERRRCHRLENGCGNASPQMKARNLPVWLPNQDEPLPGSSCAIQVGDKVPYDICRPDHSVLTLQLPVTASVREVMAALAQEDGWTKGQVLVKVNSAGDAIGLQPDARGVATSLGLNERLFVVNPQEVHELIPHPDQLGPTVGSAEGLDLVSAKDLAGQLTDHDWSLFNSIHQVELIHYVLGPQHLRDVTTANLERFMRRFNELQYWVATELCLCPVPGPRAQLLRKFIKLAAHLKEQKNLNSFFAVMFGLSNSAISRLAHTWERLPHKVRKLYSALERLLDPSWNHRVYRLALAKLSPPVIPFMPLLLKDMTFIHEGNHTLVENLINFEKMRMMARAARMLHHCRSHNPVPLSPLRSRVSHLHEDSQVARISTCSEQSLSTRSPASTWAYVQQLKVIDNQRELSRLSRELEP
EPAC1 ag: qHTS for Agonist of cAMP-regulated guanine nucleotide exchange factor 3 (EPAC1): primary screen; Rap guanine nucleotide exchange factor 3 (Homo sapiens), O95398; EPAC1 agonist qHTS, biochemical assay; response scale: 100% = response to 6.5 mM cAMP; Potency, µM (titrated, usually from 154 µM), for the others: at the top dose activation, most hits filed as activators; 360,000 compounds, 0.073% hits; AID 720707, 2013; also: potency is read from the fitted curve at half-maximal effect; nearly all actives have a fitted effect of over 60% in size
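Normalized to 6.5 mM cAMP, activity reflects EPAC1-catalysed release of BODIPY-GDP from Rap1B, followed kinetically over 30 min at 480 nm excitation, 540 nm emission. Reaction contained 100 nM EPAC1, 250 nM Rap1B-BODIPY-GDP, 50 uM GDP.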
WRN helicase inh: qHTS for Inhibitors of WRN Helicase; 360,000 compounds, 0.46% hits; WRN helicase unwinding, fluorescent forked duplex, kinetic; Potency, µM (series often up to 114 µM), inactives show at the top dose activity change, negative = inhibition, usual class: inhibitors; Bifunctional 3'-5' exonuclease/ATP-dependent helicase WRN (Homo sapiens), Q14191; AID 651768, 2012; also: potency is read from the fitted curve at half-maximal effect; % is scaled to controls: 0 for no effect and ±100 for the full control effect; nearly all actives have a fitted effect of over 55% in size
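Screening of the MLSMR collection measured strand separation of a quenched forked DNA duplex (100 nM) by 20 nM WRN with 2 mM ATP, all final. Compounds were preincubated with enzyme 15 min at room temperature.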
CCT chaperon mod: High-Throughput Screening for Modulators of Cytosolic Chaperonin Activity; 360,000 compounds, 0.3% hits; purified chaperonin ATPase assay, HTRF ADP detection, 30 min; AID 651819, 2012; activity change, % (test concentration not listed), hits read low; in the data active = activity change below about -30%; also: % is scaled to controls: 0 for no effect and ±100 for the full control effect
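Nucleotide hydrolysis assay: TRiC at 20–40 nM final (set by batch activity) with 10 uM ATP, 30 min at 37 °C, in presence of 76 uM compound. Detection by competitive ADP HTRF, 30 min ambient.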
PLK1 PBD inh: qHTS for Inhibitors of PLK1-PDB (polo-like kinase 1 - polo-box domain): Primary Screen; Plk1 PBD binding of FITC phosphopeptide, fluorescence polarization; AID 720504, 2013; Potency, µM, for inactives: max response, negative = inhibition, usual class: inhibitors; Serine/threonine-protein kinase PLK1 (Homo sapiens), P53350; 360,000 compounds, 2.8% hits; also: potency is read from the fitted curve at half-maximal effect; series mostly up to about 57 µM; % is scaled to controls: 0 for no effect and ±100 for the full control effect; nearly all actives have a fitted effect of over 65% in size
* hit, by the source's call; ? = inconclusive; . = no result given; [ ] = another dose, or the depositor's remark. Unless noted, calls follow the shape of the dose curve; as a rule, active = well fitted curve in the direction sought with a large enough effect; inconclusive = small, poorly fitted or top-dose-only effect, or another doubt; inactive = no such curve, though single readings can be large; an effect the other way counts as inactive or inconclusive. A portion of the library, so the mix of outcomes need not match the whole.

Results follow in this order: IL-2 act, PI5P4K alpha inh, EPAC2 ag, EPAC1 antagonist, EPAC1 ag, WRN helicase inh, CCT chaperon mod, PLK1 PBD inh
> CC(=O)Nc1ccc(SCC(=O)NC(=O)c2ccccc2Br)cc1
  -3.8, -16, 11%, -5%, 2%, ?, -2.1, 30µM*
> Cc1ccc(C(=O)N2CCCCCC2)cc1S(=O)(=O)Nc1ccccc1
  0.1, -8, -2%, -19%, 14%, -22%, -3.5, -5%
> O=C(N/N=C\c1cccnc1)c1ccccc1O
  0.7, -6, 6%, -1%, -4%, -2%, -13, -5%
> COc1ccc(-c2nc(O)c3cnccn23)cc1
  1.7, -6, 5%, -14%, 5%, -9%, -4.9, -11%
> N#Cc1ccsc1NC(=O)CN1CCN(c2ccc(O)cc2)CC1
  -0.1, ?, 7%, -12%, 0%, -17%, -4.9, -4%
> CC(=O)NS(=O)(=O)c1ccc(NC(=O)c2ccccn2)cc1
  0.8, 4, 1%, -29%, 3%, 4%[57.1 µM], 1.5, 6%
> OCC1OC(n2nnc3ccccc32)C(O)C(O)C1O (centres undefined)
  -1.5, 0, 2%, 0%, -6%, 1%, -1.3, -17%
> CCOC(=O)C1CCN(C(=O)CN(c2ccc3c(c2)OCO3)S(C)(=O)=O)CC1
  -5.6, -4, 4%, 0%, 0%, -11%, 2.2, -7%
> COc1ccc(S(=O)(=O)NCC2CCCN(C(=O)CCSC)C2)cc1 (centres undefined)
  0.5, -2, 4%, -8%, 5%, -7%, 1.4, -6%
> CCc1ccc(NC(=O)CCNS(=O)(=O)c2cccs2)cc1
  0.8, 5, 0%, -3%, -4%, -6%, -1.1, 2%
> C/C(=N\NC(=O)c1cccc(S(=O)(=O)N2CCOCC2)c1)c1ccc(OC(F)F)cc1
  -3.2, -6, 3%, -25%, 6%, -1%, -5.0, -6%
> CC(=O)Nc1ccc2c(c1)Cc1c-2cc(Cl)c(NC(C)=O)c1Cl
  -0.5, 5, -12%, -9%, -25%, -5%, -0.8, -1%
> COc1cccc(OCCOc2ccc(/C=C3\C(=N)N4N=C(S(C)(=O)=O)SC4=NC3=O)cc2OC)c1
  -3.3, -14, 4%, 71µM*, 1%, -22%, -3.5, ?
> Cc1ccc(N2CC(C(=O)N3CCC(C(=O)Nc4cccc(Br)c4)CC3)CC2=O)cc1 (centres undefined)
  0.4, 3, 13%, -13%, -2%, -5%[57.1 µM], 1.0, 2%
> O=C(Nc1ccc(NC(=O)C2CC2)nc1)c1cccc(F)c1
  0.6, 4, 4%, 0%, 0%, 0%, -3.2, -6%
> Cc1ccc2nc(/C(C#N)=C/c3ccc(-c4ccccc4C(=O)O)o3)[nH]c2c1
  ?, ?, 17%, 2%, 24%, -18%[11.6 µM], 0.9, 38%[activator]
> CCn1c(SCc2ccc(Cl)cc2)nnc1-c1ccccc1
  0.1, -5, 7%, -11%, 4%, 2%, -0.5, 27µM*
> CCC(=O)N1CCc2cc(Br)cc(S(=O)(=O)C3(C(=O)OC)CC3)c21
  0.0, -8, -2%, 11%, 0%, -7%, -2.5, -3%
> O=C(COc1coc(CN2CCc3ccccc3C2)cc1=O)Nc1ccc(Cl)cc1
  0.7, -15, 0%, -8%, -4%, -20%, 3.0, -5%
> CC1=C(C(=O)OC(C)C)C(C)NC(=O)N1 (centres undefined)
  0.8, ., -4%, 1%, -8%, 9%, 1.4, 0%

(more compounds)
Results follow in this order: IL-2 act, PI5P4K alpha inh, EPAC2 ag, EPAC1 antagonist, EPAC1 ag, WRN helicase inh, CCT chaperon mod, PLK1 PBD inh
> CCCNc1c(N)c(=O)oc2ccccc12
  -0.7, ., 8%, 6%, 3%, -2%, -1.6, -6%
> COc1cc(C(=O)OCC(C)=O)cc(NC(=O)c2ccco2)c1OC
  -0.3, 0, 11%, -6%, 3%, 11%, -0.9, -13%
> COc1ccc(OCc2nnc(SCC(=O)NC3CC3)n2C)cc1
  3.6, 4, 8%, -20%, -2%, -22%, -2.8, -7%
> O=C(NC1CC1)C(Cl)c1ccccc1 (centres undefined)
  5.3, 4, 5%, 5%, 15%, 7%, -1.0, -17%
> Nc1ccc(C(=O)OCC(=O)NC2CC2)cc1[N+](=O)[O-]
  -0.3, 4, 0%, 5%, 0%, 10%, -1.5, 3%
> COc1ccc(S(=O)(=O)N2CCC(C(=O)NCc3ccccn3)CC2)cc1C
  -3.7, 1, -3%, -19%, 7%, 1%, -3.0, -10%
> Cc1ccccc1CSc1nsc(N)n1
  5.0, 12, -3%, 4%, 1%, -6%, -0.7, -10%
> CCN(CC)S(=O)(=O)c1ccc(-c2nnc(SCc3nnc(-c4ccc(C)cc4)o3)o2)cc1
  -2.0, ., -1%, 11%, -14%, 7%, 0.0, -3%
> COc1ccccc1CNS(=O)(=O)c1c(C)noc1C
  0.4, 3, -14%, 12%, 3%, 3%, -3.5, -1%
> CC(=O)c1ccc(Nc2nc(C(N)C(C)C)cs2)cc1 (centres undefined)
  -0.4, -3, 5%, 3%, 8%, -4%, 2.0, -5%
> O=C(CN1CCN(Cc2ccccc2)CC1)Nc1ccccc1-c1ccccc1
  -0.1, -5, 11%, -6%, 2%, -9%, -4.6, -12%
> O=C(CC1(O)CCCCC1)OC1CCCC1
  -2.2, -1, -12%, 8%, 0%, -19%, -0.4, -3%
> CN(C(=O)C1CCC1C(=O)O)c1nc(-c2ccc(Cl)s2)cs1 (centres undefined)
  3.9, -13, 8%, 6%, -3%, -23%, 0.1, -17%
> O=c1nc2s/c(=C\c3ccco3)c(=O)n2nc1Cc1ccccc1
  0.3, -23, 7%, -16%, -7%, 35µM*, -4.6, -16%
> Cc1cccc(CNC(=O)CCc2nnc(C3CCCCC3)o2)c1
  -2.5, -2, 3%, 5%, 0%, 1%, -3.4, -5%
> CCc1nnc(NC(=O)c2ccc(-c3ccccc3F)o2)s1
  0.4, -13, 13%, -7%, 10%, -3%, -2.6, -11%
> O=C(COC(=O)c1ccc(Cl)nc1)Nc1ccc2ccccc2c1
  -4.2, 0, -5%, 3%, -5%, -7%, -1.0, -6%
> CC(NCc1ccc(S(N)(=O)=O)cc1)C(=O)N1c2ccccc2CC1C (centres undefined)
  -1.4, -2, 4%, 1%, 9%, 6%, -0.3, -12%
> COc1cc(S(=O)(=O)N2CCN=C2c2ccccc2)c(OC)cc1Cl
  0.3, 2, 7%, -10%, 2%, 0%, 0.6, 0%
> OCCN1CCN(c2cnc(-c3ccsc3)cn2)CC1
  -0.3, 6, -2%, -13%, -11%, -1%, 0.9, -3%

(further entries)
Results follow in this order: IL-2 act, PI5P4K alpha inh, EPAC2 ag, EPAC1 antagonist, EPAC1 ag, WRN helicase inh, CCT chaperon mod, PLK1 PBD inh
> CC(=O)c1ccccc1NC(=O)CSCc1nc2sc(C)c(C)c2c(=O)[nH]1
  -2.3, 1, 5%, -10%, -7%, 4%, 1.2, -21%
> COC(=O)C(NC(=O)Nc1ccccc1OC)C(C)C (centres undefined)
  -2.1, 1, 0%, -4%, 5%, 1%, -3.1, -1%
> Cc1ccc(S(=O)(=O)N[C@@H](CO)C(=O)N[C@@H](Cc2ccc(O)cc2)C(=O)O)cc1
  -1.2, 7, 10%, 12%, 10%, -2%, -0.7, 5%
> CNC(=S)NNC(=O)c1cccc(N(C)C)c1
  -0.7, 2, 12%, 15%, 9%, 9%, -2.4, -8%
> Cc1nc2sccn2c(=O)c1S(=O)(=O)NCc1ccccc1Cl
  0.7, 0, 16%, 1%, 14%, -6%, -1.1, -3%
> CCOC(=O)c1ccccc1NC(=O)Cc1ccc(OC)c(S(=O)(=O)N2CCOCC2)c1
  -0.1, 1, 0%, -14%, -9%, -9%, 0.6, -18%
> CC(C)c1ccc(NC(=O)COC(=O)[C@H](CCC(N)=O)NC(=O)c2ccc(F)cc2)cc1
  -1.8, 18, -23%, -9%, -16%, -1%, -1.9, 2%

Reprinted from the entries so far, eight compounds:
Results follow in this order: IL-2 act, PI5P4K alpha inh, EPAC2 ag, EPAC1 antagonist, EPAC1 ag, WRN helicase inh, CCT chaperon mod, PLK1 PBD inh
> C/C(=N\NC(=O)c1cccc(S(=O)(=O)N2CCOCC2)c1)c1ccc(OC(F)F)cc1
  -3.2, -6, 3%, -25%, 6%, -1%, -5.0, -6%
> CC(=O)Nc1ccc2c(c1)Cc1c-2cc(Cl)c(NC(C)=O)c1Cl
  -0.5, 5, -12%, -9%, -25%, -5%, -0.8, -1%
> COc1cccc(OCCOc2ccc(/C=C3\C(=N)N4N=C(S(C)(=O)=O)SC4=NC3=O)cc2OC)c1
  -3.3, -14, 4%, 71µM*, 1%, -22%, -3.5, ?
> Cc1ccc(N2CC(C(=O)N3CCC(C(=O)Nc4cccc(Br)c4)CC3)CC2=O)cc1 (centres undefined)
  0.4, 3, 13%, -13%, -2%, -5%[57.1 µM], 1.0, 2%
> O=C(Nc1ccc(NC(=O)C2CC2)nc1)c1cccc(F)c1
  0.6, 4, 4%, 0%, 0%, 0%, -3.2, -6%
> Cc1ccc2nc(/C(C#N)=C/c3ccc(-c4ccccc4C(=O)O)o3)[nH]c2c1
  ?, ?, 17%, 2%, 24%, -18%[11.6 µM], 0.9, 38%[activator]
> CCn1c(SCc2ccc(Cl)cc2)nnc1-c1ccccc1
  0.1, -5, 7%, -11%, 4%, 2%, -0.5, 27µM*
> CCC(=O)N1CCc2cc(Br)cc(S(=O)(=O)C3(C(=O)OC)CC3)c21
  0.0, -8, -2%, 11%, 0%, -7%, -2.5, -3%
